Mdm2 ligase inh: blocks human Mdm2 ubiquitin ligase activity; AID 1230; 210,000 compounds, 0.11% hits; signal enhancement, % at 5 µM; cell-based MDM2 ubiquitination luciferase reporter, 2 h; 0 = plate control, 100 = twice control, blank-subtracted;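 active = signal enhancement of 30% or more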;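 note: luminescence tracks abundance of the self-degrading MDM2-luciferase fusion protein; higher signal means inhibition of MDM2 E3 ligase activity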
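test system = mammalian cells stably expressing self-ubiquitinating, self-degrading MDM2 E3–luciferase fusion | quantity = 2000 cells/well | incubation = cell settling 4 h, compound treatment 2 h, both 37 °C | signal = luminescence with SteadyLite reagent, 15 min at room temperature | evaluation = % enhancement relative to plate controls after blank subtraction | benchmarks = plate controls and plate blanks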
FXIa inh 1536: factor XIa (human) inhibition; 220,000 compounds, 0.14% hits; AID 798; inhibition, % at 5 µM; purified FXIa, Boc-Glu-Ala-Arg-AMC fluorogenic substrate;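 active = inhibition of at least 40%; inactive = inhibition below 40%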;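 note: fluorescence of freed AMC excited at 355 nm; 0% = enzyme without compound and 100% = no enzyme blank; many of its hits are not listed in these tables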
FXIIa inh: blocks human coagulation factor XIIa protease activity; P00748; purified FXIIa, Boc-QGR-AMC fluorogenic substrate, 2 h; inhibition, % at 5 µM; 220,000 compounds, 0.3% hits; AID 800; in the data active = inhibition above about 40%;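 note: 0% = enzyme with no compound and 100% = blank without enzyme; many of its hits are not listed in these tables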
Wee1 stabilizer: human Wee1 degradation inhibition, primary screen; P30291; HeLa Luc-Wee1K328M stability, luciferase luminescence; 100% = proteasome inhibitor MG132 effect; reporter increase, % at 5 µM; 220,000 compounds, 1.2% hits; AID 1321;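 active = activation above the mean of all tested compounds plus 3 SD, set per screening run, cut at about 8.8% in these data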;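 note: cells exposed to compound for 20 h before luminescence read; 0% = DMSO alone and 100% = MG132 at 30 µM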
KLK5 inh: kallikrein 5 (human) inhibition. Q9Y337. 210,000 compounds, 0.59% hits. AID 873. inhibition, % at 5 µM. recombinant hK5, fluorogenic AMC substrate cleavage;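 active = inhibition of 40% or more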;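 note: 0% = enzyme controls without compound and 100% = no-enzyme blanks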
14-3-3 Bad PPI: disrupts binding of bovine 14-3-3 zeta to phospho-Bad peptide | P63103 | TR-FRET 14-3-3zeta/Dy647-pBad peptide displacement, 1 h | inhibition, % at 21.7 µM | 220,000 compounds, 0.71% hits | AID 781;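 active = inhibition above about 70%, limit read from the data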;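 note: 0% = full 14-3-3 plus peptide FRET controls and 100% = background without 14-3-3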
Rad51 HR inh: Rad51 (human) homologous recombination inhibition; inhibition, % at 10 µM; hRad51 DNA strand exchange, fluorescence dequenching; 200,000 compounds, 0.085% hits; Q06609;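 active = inhibition above 40% at the single screening dose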;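 note: 0% = DMSO control wells and 100% = blanks with heterologous ssDNA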
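Test system: preformed human Rad51 ssDNA filaments; also added: Donor/quencher-labelled 47-bp dsDNA substrate; doses: 10 µM final, single point; times: 37 °C 15-min filament assembly, 30-min compound preincubation, 15-min exchange; detection: FRET fluorescence dequenching, excitation 485 nm, emission 520 nm; read-out basis: Fluorescence-based percent inhibition, control- and blank-normalised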
eIF4E-4G inh: inhibitors of eIF4E and eIF4G interaction in translation initiation; P63073+Q04637; 220,000 compounds, 0.37% hits; inhibition, % at 21.7 µM; TR-FRET eIF4E-eIF4GI(517-606) binding, 2 h;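 active = inhibition above about 30%, limit read from the data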;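 note: 0% = full FRET control wells and 100% = background wells lacking eIF4GI fragment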
p97 inhibitor: human p97 ATPase inhibition; P55072; recombinant p97 ATPase, Kinase-Glo ATP luminescence, 3 h; inhibition, % at 8 µM; 220,000 compounds, 0.42% hits; AID 1481; in the data active = inhibition above about 15%;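 note: 0% = DMSO vehicle and 100% = wells lacking enzyme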
Target sequence (P55072 whole entry, looked up): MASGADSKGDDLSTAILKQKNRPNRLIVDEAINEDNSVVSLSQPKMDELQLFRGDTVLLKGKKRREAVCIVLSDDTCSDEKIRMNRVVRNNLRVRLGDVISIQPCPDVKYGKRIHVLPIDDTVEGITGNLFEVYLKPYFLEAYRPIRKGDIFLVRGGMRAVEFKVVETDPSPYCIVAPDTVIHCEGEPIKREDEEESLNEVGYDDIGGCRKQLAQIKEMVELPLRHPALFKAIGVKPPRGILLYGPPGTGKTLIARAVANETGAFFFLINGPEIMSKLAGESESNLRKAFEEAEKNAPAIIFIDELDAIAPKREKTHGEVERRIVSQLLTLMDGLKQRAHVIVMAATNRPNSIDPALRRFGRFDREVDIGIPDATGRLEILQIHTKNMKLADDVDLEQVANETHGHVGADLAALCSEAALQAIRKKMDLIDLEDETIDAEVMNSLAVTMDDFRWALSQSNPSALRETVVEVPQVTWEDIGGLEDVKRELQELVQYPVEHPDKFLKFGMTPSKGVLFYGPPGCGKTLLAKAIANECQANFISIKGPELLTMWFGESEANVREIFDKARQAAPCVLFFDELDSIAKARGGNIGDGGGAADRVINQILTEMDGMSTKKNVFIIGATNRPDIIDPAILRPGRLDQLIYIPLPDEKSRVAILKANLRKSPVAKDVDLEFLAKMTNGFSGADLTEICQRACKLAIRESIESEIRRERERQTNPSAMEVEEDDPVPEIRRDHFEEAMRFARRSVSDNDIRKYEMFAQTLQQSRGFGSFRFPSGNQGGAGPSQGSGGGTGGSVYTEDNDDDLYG
Starred values were filed as active, the others as inactive; . = no result given; [ ] = another dose, or the depositor's remark.

SMILES	Mdm2 ligase inh	FXIa inh 1536	FXIIa inh	Wee1 stabilizer	KLK5 inh	14-3-3 Bad PPI	Rad51 HR inh	eIF4E-4G inh	p97 inhibitor
C/C(=N\NC(=O)c1cccnc1)c1c(O)cc(C)oc1=O	1	-3	-4	0	-11	-1[fluorescence artefact?]	-2	-1	-4
CC1(C)CC(N2CCC(=O)N(C3CC(C)(C)NC(C)(C)C3)C2)CC(C)(C)N1	-14	3	8	-3	-4	-12[fluorescence artefact?]	11	-1[fluorescence artefact?]	6
Cc1ccc2nc(Cl)c(/C=N/NC(=O)[C@H]3C[C@@H]3c3ccccc3)cc2c1	2	8	12	4	-3	-2[fluorescence artefact?]	.	4[fluorescence artefact?]	4
Fc1ccc(NC(=S)N2CCCN(c3ccc(C(F)(F)F)cn3)CC2)c(F)c1	-23	5	7	4	2	-18	9	-1	6
COc1cc([N+](=O)[O-])cc(/C=N\NC(=O)C2COc3ccccc3O2)c1O (configuration not stated)	-7	6	8	1	-7	-24	16	4	5
CCCN(CCC)CCCNC(=O)c1nn(-c2cccc(OC)c2)c(=O)c2ccccc12	-7	-1	6	0	-6	-9	13	-1	0
COCCN1C(=O)C(=O)/C(=C(/O)c2cccc(S(=O)(=O)N(C)C)c2)C12C(=O)N(C)c1ccccc12 (configuration not stated)	9	3	-8	-5	-10	5	2	-4	-1
NC1=NC[C@H](Cc2ccccc2)N1CCCCC1CCCCC1	-6	-4	-1	.	-3	-7	2	1	.
COc1ccc(N/N=C(\C#N)C(=N)N2CCOCC2)cc1	-14	-5	6	-2	0	-5	-7	3	1
Cc1sc2ncnc(SCC(=O)N3CCC(c4noc5ccc(F)cc45)CC3)c2c1C	-11	-10	14	5	18	3	.	0	4
O=C(CC1Nc2ccccc2NC1=O)c1ccccc1 (configuration not stated)	-42	3	4	8	-1	-16	-20	-7	1
CC(C)CCNc1ncnc2c1nnn2Cc1ccccc1Cl	3	2	12	0	-14	3	3	-1	2
COc1ccc(C2Nc3ccccc3C(=O)N2c2ccc(F)cc2)cc1Cn1nnc2ccccc21 (configuration not stated)	1	-1	6	5	-7	-7	4	-2	6
CCCOc1cc(C)c(S(=O)(=O)N2CCN(C)CC2)cc1C	-14	15	23	-2	-2	9	.	1[fluorescence artefact?]	-11
CCOc1cc(C2NN=C(c3ccccc3)S2)ccc1OCc1ccccc1Cl (configuration not stated)	0	5	17	0	-22	-9	1	-2	0
CCOC(=O)C(=Cc1c[nH]c2ccc(S(=O)(=O)N(C)C)cc12)C(=O)OCC	-4	5	15	12*	6	-3	23	3	-2
Oc1ccc(/C=N/Nc2nn3cnnc3c3ccccc23)cc1	-17	-5	1	-2	-4	1	.	98*	-15
N#Cc1cc([N+](=O)[O-])ccc1Oc1cccc(/C=N/NC(=O)c2cccc(Cl)c2)c1	-73	10	19	3	-4	-4	3	-1	-1
CCc1ccc(N(C(=O)CNC(=O)c2ccco2)C(C(=O)NCC2CCCO2)c2ccccc2)cc1 (configuration not stated)	1	0	7	3	4	-2	7	-1	0
Cc1cc(=O)[nH]c(-c2cccs2)n1	-3	-1	5	2	0	-1	-4	-5	4
C=CCNC(=O)CN(c1cc(Cl)ccc1OC)S(=O)(=O)c1ccc(C)c([N+](=O)[O-])c1	-4	-5	4	-4	-7	-7	-2	1	3
COc1ccc(CNC(=O)CSCc2c(F)cccc2Cl)cc1	-2	-4	4	1	-6	-5	7	2	1
Cc1ccc(NC(=O)N2CCSc3ccccc32)cc1	-6	0	6	-1	-2	0	0	2	-2
COCCNC(=O)/C(C#N)=C/c1cccc(/C=C(\C#N)C(=O)NCCOC)c1	70*	1	2	-1	-13	-13[fluorescence artefact?]	-5	6	-1
Cc1ccc(S(=O)(=O)/C=C2\NC(=O)CS2)cc1	-15	5	8	-1	-23	2	3	2[fluorescence artefact?]	3

New compounds follow:
SMILES	Mdm2 ligase inh	FXIa inh 1536	FXIIa inh	Wee1 stabilizer	KLK5 inh	14-3-3 Bad PPI	Rad51 HR inh	eIF4E-4G inh	p97 inhibitor
O=C1CCCC/C1=C\Nc1ccc(Cl)cn1	-7	-16	14	3	10	9	-7	-1	-4
C=CCNC(=S)NNC(=O)COc1c(Cl)cc(Cl)cc1Cl	-15	7	7	-4	-18	-1[fluorescence artefact?]	-5	-1[fluorescence artefact?]	3
Cc1ccc(C(NC(=O)NC(C)c2ccccc2)C(Cl)(Cl)Cl)cc1F (configuration not stated)	-10	-5	8	-2	-6	8	-9	4	3
CCOC(=O)N1CCN(C(=O)Nc2ccc3nccnc3c2)CC1	.	3	10	-1	-1	3	3	8	0
O=C(O)c1nn(CC(=O)N2CCCCCC2)c(=O)c2ccccc12	-3	-9	9	-4	-3	-2	-7	2	2
COc1cccc(C2C=C(c3ccc(OC)cc3OC)Nc3nnnn32)c1 (configuration not stated)	-17	-6	3	-1	8	.	0	.	5
COc1ccc(-c2nnc(NC(=O)C3CCCO3)s2)cc1 (configuration not stated)	-29	-1	0	2	-7	-1	0	-1	-1
CCOC(=O)/C=c1\sc2n(c1=O)CCN=2	-20	-2	6	-1	4	-4	1	-10	-1
Cc1cc2n(n1)SC(Nc1cccc3ccccc13)N2 (configuration not stated)	-21	-1	11	5	-6	-16	-4	0	6
CC(=O)Nc1ccc(NC(=O)CSC2=NCCS2)cc1	-11	3	14	1	-8	-5	0	4[fluorescence artefact?]	6
N#Cc1ccc[n+](CC(=O)c2ccc(NC(=O)c3ccccc3)cc2)c1	-12	6	5	0	7	6	-36	1	7
CCCn1c(SCC(=O)OCc2ccccc2)nc2c1c(=O)n(C)c(=O)n2C	-11	15	25	-2	-18	12	-5	3	7
O=C(Cn1nnc2c(cnn2-c2ccc(F)cc2)c1=O)c1ccccc1F	-8	2	11	2	0	3	-12	1	4
CCOC(=O)C1CCN(c2nc(N)c3c(N)nc(SCC(=O)O)cc3c2C#N)CC1	-2	6	6	-2	-7	23	-59	14	55*
CC(C)Oc1ccc(C(=O)Nc2ccc(NC(=O)c3ccco3)c(Cl)c2)cc1	-1	-1	14	5	-10	-6[fluorescence artefact?]	4	-6[fluorescence artefact?]	0
Nc1c2c(nc3ccc(Br)cc13)N(C1CCCCC1)CC2	-7	4	5	-5	0	26	-8	-1	5
COc1cc(OC)c(C2SCCS2)c(OC)c1	7	2	9	-1	-16	-24	6	8	3
CCOC(=O)c1cnc2c(OC)cccc2c1NCc1cccnc1	-17	-6	0	2	2	7	-6	-2	13
CCCOC(=S)Nc1ccccc1	-11	-3	-6	0	-27	-6[fluorescence artefact?]	-1	9	3
Clc1ccc(N2CCN(c3cnc4ccccc4n3)CC2)cc1	-15	4	16	-1	-3	-9	0	7[fluorescence artefact?]	-6
CC(=O)C1=C(C)NC2=C(C(=O)CC(C)(C)C2)C1C (configuration not stated)	-5	-1	6	0	-4	-8	4	-2	3
N#Cc1cc([N+](=O)[O-])ccc1N1CCN(c2ccccc2O)CC1	-8	-4	0	1	-15	-25	2	-5	0
COc1ccccc1/C=N/n1c(N)c(C(=O)NC2CCCCC2)c2nc3ccccc3nc21	14	-11	-21	-1	-129	4	-1	-6	4
Cc1[nH]nc(-c2ccc(O)cc2O)c1-c1nc2ccccc2s1	19	-8	-1	0	-13	-10	-5	-2	-3
O=C(Cn1cnc2c(nnn2Cc2ccc(F)cc2)c1=O)NCc1ccc2c(c1)OCO2	-8	2	9	2	-6	-4[fluorescence artefact?]	4	-1	1

Other records
SMILES	Mdm2 ligase inh	FXIa inh 1536	FXIIa inh	Wee1 stabilizer	KLK5 inh	14-3-3 Bad PPI	Rad51 HR inh	eIF4E-4G inh	p97 inhibitor
c1cncc(-c2nc(N3CCOCC3)c3c4c(sc3n2)CCC4)c1	-12	-2	1	0	-12	-1	-50	4	1
COc1ccc2[nH]c(=O)c(CN(Cc3cccs3)C(=S)Nc3ccccc3)cc2c1	-13	4	6	-2	4	-26	.	4[fluorescence artefact?]	4
C[N+](C)(CC#Cc1ccccc1)CC(=O)c1ccccc1	6	-4	0	-2	-10	-6[fluorescence artefact?]	16	3[fluorescence artefact?]	-2
Cc1ccc(N(C(=O)c2ccc(Br)o2)C2C=CS(=O)(=O)C2)cc1 (configuration not stated)	0	4	10	-2	0	2[fluorescence artefact?]	16	-1[fluorescence artefact?]	4
O=C(NC(=S)NCC1CCCO1)c1cccc([N+](=O)[O-])c1 (configuration not stated)	-8	12	8	-3	-7	21	-25	4	2
COc1ccccc1NC(=O)CSc1nc2sc(C)c(C)c2c(=O)n1Cc1ccco1	16	4	18	1	6	-7	-9	-14	3

Assay outcomes (PubChem BioAssay)
